# Compound activity from PubChem.
# INS promoter inh: inhibitors of insulin promoter-driven GFP, primary screen, imaging, TRM-6 cells (human fetal islet line), eGFP reporter, cell count. AID 1273, 2008. inhibition, % at 2 µM. 0.9% of 130,000 active. reporter expression induced with tamoxifen;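 active = inhibition above the mean plus 3 SD, with well images judged a real hit on visual review, cut at about 60% in these data, passing the limit was not always enough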
# SDO1 yeast rescue: growth rescue of sdo1-depleted yeast, primary screen, S. cerevisiae, bone marrow failure model; z-score at 10 µM; S. cerevisiae sdo1-depleted JHY4D growth rescue, OD600 30 h; stronger effect = higher value; pdr5 snq2 efflux-pump mutant strain; 0.21% of 140,000 active;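 active = z-score above 3 at both the 24 hr and the 30 hr optical density reads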;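 also: z-score against mean and SD of all compound wells on the same plate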
# SDO1 yeast rescue Rescue 24 h: second read-out of SDO1 yeast rescue, no call of its own (marks repeat the call); z-score; S. cerevisiae sdo1-depleted JHY4D growth rescue, OD600; measured here: growth rescue at 24 h;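 0 is the plate mean of compound wells and units are plate SD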
# * marks the source's active call; other numbers are inactive results; x = no result given.
SMILES	INS promoter inh	SDO1 yeast rescue	SDO1 yeast rescue Rescue 24 h
COc1cc(C2C(C(=O)c3ccc(C)o3)=C(O)C(=O)N2c2cc(C)on2)cc(Br)c1O (stereo not given)	-5	-0.06	-0.47
CC(C)C1Nc2c(O)cc(Cl)c([N+](=O)[O-])c2C2C=CCC21 (stereo not given)	43	x	x
O=C(O)c1ccccc1-c1ccccc1C(=O)NCCCO	39	0.04	-0.79
Cc1ccc(SCc2cc(=O)[nH]c(N3CCN(Cc4ccccc4)CC3)n2)cc1	39	-2	-0.89
Cc1ccc(Oc2ccc(NC(=O)c3ccco3)cc2)cc1	x	-0.81	-0.69
CCc1ccc(C2CC(c3ccccc3Cl)Nc3nc(N)nn32)cc1 (stereo not given)	x	0.57	0.36
COc1ccc(C(=O)N/C(=C\c2ccc3c(c2)OCO3)C(=O)Nc2ccc(C(=O)O)cc2)cc1	19	x	x
N#C/C(=C\c1ccc([N+](=O)[O-])cc1)C(=O)Nc1ccccc1O	-50	-0.91	-1.1
CC1(C)CC(=O)C2=C(C1)N(Cc1ccc(F)cc1)C(=O)C2(NC(=O)c1cccnc1)C(F)(F)F (stereo not given)	-43	0.89	1.2
CCOC(=O)N1CCN(S(=O)(=O)c2ccc(C(=O)Nc3nc4c(s3)CC(C)CC4)cc2)CC1 (stereo not given)	x	-0.06	0.97
N/C(=N\OC(=O)c1ccc(Cl)cc1)c1ccccn1	x	-1.7	-1.4
O=C(CSc1nc(O)cc(=O)n1-c1ccccc1)Nc1ccc2c3c(cccc13)CC2	-42	0.75	0.33
COc1ccccc1OCCNC(=O)c1cccs1	3	-0.23	-0.03
Cc1c(NC2=NC(C)(C)Cc3ccccc32)c(=O)n(-c2ccccc2)n1C	19	0.44	-0.17
CC1CCN(C(c2cc3cc4c(cc3[nH]c2=O)OCO4)c2nnnn2CC2CCCO2)CC1 (stereo not given)	x	0.24	0.68
CCOCCCNC(=O)c1ccc(CS(=O)(=O)Cc2ccccc2F)o1	31	1.4	0.35
COC(=O)c1sccc1NC(=O)c1c(C)cc(=O)oc1C	x	0.08	0.33
COc1ccc(CNC(=O)COC(=O)c2cccnc2Nc2cccc(C(F)(F)F)c2)cc1	-20	0.2	2.4
O=C(c1ccco1)N1CCN(C(=O)C2CCN(S(=O)(=O)c3cccc4nsnc34)CC2)CC1	-60	x	x
COc1ccc(NC(=O)C2CCN(S(C)(=O)=O)CC2)cc1Cl	12	1.7	0.45
Cc1ccc(C(=O)Nc2ccc([N+](=O)[O-])cn2)o1	17	0.52	0.22
CSc1ccccc1C(=O)NCc1ccc(S(N)(=O)=O)cc1	26	-0.19	-1.2
Cn1c(=O)[nH]c(=O)c2c1nc(N1CCCCC1)n2CCOc1ccccc1	-46	-0.14	0.39
CCCc1cc(C(=O)N2CCN(S(=O)(=O)c3ccc(OC)c(OC)c3)CC2)cs1	-8	-0.35	-0.29
CCN(CC(=O)Nc1ccc([N+](=O)[O-])cc1OC)CC(=O)NC(C)(C)C	-26	1.2	-0.09

# One compound at a time, as listed above. Order of screens: INS promoter inh | SDO1 yeast rescue | SDO1 yeast rescue Rescue 24 h
# O=C(CSc1nc(O)cc(=O)n1-c1ccccc1)Nc1ccc2c3c(cccc13)CC2 is entered as -42 | 0.75 | 0.33
# CCOC(=O)N1CCN(S(=O)(=O)c2ccc(C(=O)Nc3nc4c(s3)CC(C)CC4)cc2)CC1 (stereo not given) is entered as x | -0.06 | 0.97

# (list continues)
SMILES	INS promoter inh	SDO1 yeast rescue	SDO1 yeast rescue Rescue 24 h
O=C(NNc1ccccc1)C(=O)N1CCCCC1	x	0.16	-0.32
CCOC(=O)c1ccc(Oc2nc(NC)nc(Nc3ccccc3)n2)cc1	8	-1.4	-0.72
O=C(Nc1ccccc1C(=O)N1CCOCC1)C1CCCO1 (stereo not given)	-11	0.06	0.02
COc1ccc(N=CC2=C(O)c3ccccc3C2=O)c(OC)c1	14	-0.34	0.75
CCCCOc1nc2ccccc2nc1C(C#N)S(=O)(=O)c1ccccc1 (stereo not given)	x	-0.5	-0.13
COc1ccc(C(=S)N2CCCCCC2)cc1	-18	-0.24	-1.2
O=c1c2c(-c3cccs3)csc2[nH]c(=S)n1-c1ccccc1	11	0.13	-0.39
Cc1[nH]c2ccccc2c1C(c1ccccn1)N1CCC(C(N)=O)CC1 (stereo not given)	-15	1.4	2
C=CCNc1oc(-c2cccs2)nc1C#N	-7	-0.11	-0.14
Cn1nc(-c2ccccc2)c(CO)c1Sc1ccccc1	27	x	x
O=C(O)c1cccc(Cn2cc(Cl)cn2)c1	x	0.34	-0.49
COC(=O)c1cc(OC)c(OC)cc1NC(=S)N1CCN(c2ccccc2)CC1	x	-0.58	-0.22
O=C(COc1ccccc1)NNC(=O)c1cc2ccccc2o1	-4	0.12	-0.21
O=C(NCc1ccccn1)C1CCN(Cc2cccc(OCc3ccccc3)c2)CC1	-33	0.26	-0.41
CCC(OCC(O)CN1CCN(CCN2C(=O)c3cccc4cccc(c34)C2=O)CC1)c1ccccc1 (stereo not given)	14	-0.22	0.05
COc1ccc(-c2nc(C#N)c(NC(C)C)o2)cc1	9	1.3	1.9
Cc1cc2c(=O)[nH]c(Cc3ccccc3)nc2s1	27	-0.07	-0.4
COc1ccc(CCNc2ccc(C)cc2)cc1	x	-0.76	-2.3
CCOc1cc(/C=N\NC(=O)Cn2nnc3ccccc32)ccc1O	29	x	x
CCCCOc1ccc(C(=O)N/C(=C/C=C/c2ccccc2)C(=O)NC)cc1	31	-0.77	-0.65
CCCCCCn1c(SCC(=O)Nc2cc(C)on2)nc2ccccc2c1=O	x	-1.4	-0.83
Cc1ccc(-c2nc3ncccn3c2Nc2ccccc2C)o1	0	x	x
Cc1cccc(C)c1NC(=O)C(c1ccc(Cl)cc1Cl)N1CCCCC1 (stereo not given)	10	-1.8	-0.97
Cc1nnc(SCC(=O)Nc2nc3c(s2)CC(C)CC3)s1 (stereo not given)	25	0.64	0.06
Cc1ccc(-n2[nH]c(=O)c3cccnc32)cc1	64	1.8	2.3

# Additional compounds follow:
SMILES	INS promoter inh	SDO1 yeast rescue	SDO1 yeast rescue Rescue 24 h
CC(C)(C)C(=O)Nc1nc(-c2ccc3c(c2)OCO3)cs1	7	-0.82	0.26
Cc1ccc(Cn2c(Sc3nnc(C)s3)nc3c2c(=O)[nH]c(=O)n3C)cc1	x	0.77	0.65
O=c1cc2n(c(=O)[nH]1)CCC1=C2CCCC1	36	1.3	1.1
CCOC(=O)C1=C(C)NC(C)=C(C(=O)OCC)C1C1=COCCO1	x	0.34	-0.24
O=C(CN(c1cccc(C(F)(F)F)c1)S(=O)(=O)c1ccc(Cl)c([N+](=O)[O-])c1)NCc1ccccc1Cl	-11	-1.4	-0.87
CCOC(=O)C1=C(C)Nc2ccccc2N=C1NC(=O)CCCN1C(=O)c2ccccc2C1=O	x	-0.55	-1
COc1ccccc1N1CCN(S(=O)(=O)c2ccccc2F)CC1	-64	-1	-0.96
O=P(c1ccccc1)(c1ccccc1)C(c1ccco1)N1CCOCC1 (stereo not given)	-14	0.16	0.77
CCOC(=O)Nc1cc2c(C)cc(=O)oc2cc1C	x	0.78	0.71
N#CCCN(Cc1cccnc1)C(=S)NC(=O)C1CC1	41	x	x
CC(=O)OC(C)C[N+](C)(C)C (stereo not given)	17	1.2	0.97
COc1ccc(OCCOc2ccccc2[N+](=O)[O-])cc1	24	0.25	0.32
Cc1ccc(-c2nnc(SCC(=O)Nc3ccc(S(=O)(=O)N4CCCCCC4)cc3)o2)cc1	43	-0.37	0.94
N=C1c2ccccc2CN1NC(=O)c1cccc(S(=O)(=O)N2CCOCC2)c1	x	1.7	1.7
CCc1c(C(C)S(=O)(=O)c2ccc(C)cc2)[nH]c(=O)n1-c1ccc(OC(F)(F)F)cc1 (stereo not given)	-27	1.2	0.84
CC(C)C12CN3CC(C(C)C)(CN(C1)C31C(=O)Nc3ccccc31)C2=O (stereo not given)	x	-0.25	-0.25
O=C(O)CCCCNCc1ccccc1	27	0.69	0.33
COc1ccc(C2=NOC(C(=O)NCc3ccc(F)cc3)C2)cc1OC (stereo not given)	0	-0.31	-1.4
COc1ccccc1N=Cc1c(C)[nH]n(-c2ccc(C)cc2C)c1=O	-8	x	x
Cc1ccc(/C=N/Nc2nc3ccccc3s2)o1	50	-1.6	-0.95
Cc1cc(C)c(S(=O)(=O)N(C)Cc2cnn(C)c2)c(C)c1	-158	-0.58	-1
O=C(COc1ccc(Cl)cc1)N1CCCC1	46	0.02	0.7
COc1ccc(-c2nc(-c3ccc(Br)o3)no2)cc1OC	x	-1.7	-1.1
Cc1cc(=O)[nH]c2c(C)c(N)ccc12	6	2.6	4
Cc1ccc(CN2CCN(C(=O)c3ccncc3)CC2)cc1	4	x	x

# The list goes on:
# Each structure is followed by: INS promoter inh	SDO1 yeast rescue	SDO1 yeast rescue Rescue 24 h
- CCC(=O)Nc1c2c(nn1-c1ccc(F)cc1)CS(=O)C2 (stereo not given)
 : x	-0.09	-0.69
- CC(=O)NC1(C(F)(F)F)C(=O)Nc2c1c(=O)n(C)c(=O)n2C (stereo not given)
 : -43	0.08	-0.4
- CCn1c(SCC(=O)Nc2nccs2)nnc1-c1ccco1
 : 0	x	x
- Cc1ccccc1OCCCN1CCCC1
 : x	-0.24	-0.78
- CCOC(=O)C1CCN(C(=O)c2cc3c(-c4ccc(OC)c(OC)c4)nn(C)c3s2)CC1
 : x	-0.42	-0.45
- O=C1CCCC(=O)N1c1ccc(Oc2ccc(Cl)cc2)cc1
 : -20	-0.19	-0.88
- COCCNC(=O)COc1ncnc2ccc(Br)cc12
 : 18	1.8	1.6
- COc1cccc(CN2CCCC(C(=O)c3ccc4c(c3)OCO4)C2)c1OC (stereo not given)
 : 33	x	x
- CC/C(C)=N\NC(=O)CNC(=O)c1ccc(Cl)cc1Cl
 : -29	x	x
- COc1ccc(OC)c(NC(=O)c2ccc(-n3cccn3)nc2)c1
 : -46	0.59	1.6
- COc1ccc(N2C(=O)CC(SC(C)C)C2=O)cc1 (stereo not given)
 : x	1.4	1.1
- COc1ccc(N2CC(C(=O)NCc3ccccc3)CC2=O)cc1 (stereo not given)
 : x	-0.43	-1.1
- CCOC(=O)N1CCN(C(=O)CCCn2nc(C)c3sc4ccccc4c3c2=O)CC1
 : x	0.18	1.1
- COc1ccccc1N1CCN(C(=O)c2ccc(CSc3ccccc3)cc2)CC1
 : -2	0.52	1.2
- COc1ccc(-n2c(C)cc(C)c(C(C)=O)c2=S)cc1
 : -67	0.15	0.33
- CC(=O)N(CCCN(C)C)CCC(C)CCC=C(C)C (stereo not given)
 : 45	-0.37	-0.62
- CC(Sc1nc(-c2ccccc2)cc(C(F)(F)F)n1)C(=O)Nc1ccc2c(c1)OCO2 (stereo not given)
 : 52	-0.89	0.16
- Cc1ccccc1NC(=S)NCc1ccc2[nH]c3c(c2c1)CCCC3
 : -232	-1.6	-0.84
- Cc1cc2oc(C(=O)Nc3cccnc3)c(C)c2cc1C
 : x	-0.2	1.2
- COc1ccc(CNC(=O)CN(c2cccc([N+](=O)[O-])c2)S(C)(=O)=O)cc1
 : -72	x	x

# The list continues.
# Each structure is followed by: INS promoter inh	SDO1 yeast rescue	SDO1 yeast rescue Rescue 24 h
- COc1cccc(N2C(N)=NC(N)=NC2(C)C)c1
 : 6	0.36	0.09
- O=C(Cn1c(NCCCO)nc2ccccc21)c1ccco1
 : -7	0.76	0
- CCCNC(=O)N1CCCC(C(N)=O)C1 (stereo not given)
 : 29	x	x
- CC1=C(C(=O)Nc2cc(-c3cccc(F)c3)[nH]n2)C2(CCCCC2)OC1=O
 : x	-3	-1.9
- O=C(O)CNC(=O)c1ccccc1Br
 : -19	x	x
- O=c1[nH]c2ccc(NC(=S)Nc3ccc(Cl)cc3)cc2[nH]1
 : -23	-0.17	-0.72
- Cn1cc(/C=C(\C#N)C(=O)Nc2cccc([N+](=O)[O-])c2)c2ccccc21
 : -135	x	x
- FC(F)(F)c1ccccc1C1C2=C(Nc3ncnn31)c1ccccc1CCC2 (stereo not given)
 : -54	-0.55	0.28
- CN(C)c1oc(/C=C/c2ccccc2)nc1C#N
 : x	-0.02	-0.38
- O=C(CCS(=O)(=O)Cc1ccccc1)Nc1nc2c(s1)CCCC2
 : -10	1.4	1.7
- COc1ccccc1NS(=O)(=O)c1cc(NC(=O)CNC(=O)c2cc(C)cc(C)c2)ccc1C
 : -13	0.12	0.09
- O=C(CSc1ncn[nH]1)Nc1ccc(OCc2ccccc2)cc1
 : 25	x	x
- COc1cccc(S(=O)(=O)NCC(=O)Nc2ccc(C(C)(C)C)cc2)c1
 : -120	-0.23	1.6
- COc1cc(NC(=O)c2ccccc2)c(OC)cc1NC(=O)Cc1cccs1
 : 57	x	x
- CCOc1cc(NC(=O)c2ccco2)c(OCC)cc1NC(=O)COc1ccccc1C
 : -71	x	x
- CC1CCc2cc(F)ccc2N1C(=O)c1cc2nc(-c3ccco3)cc(C(F)(F)F)n2n1 (stereo not given)
 : x	-1.3	-1

# Part of the list above, with each value named.
Compound: Cn1cc(/C=C(\C#N)C(=O)Nc2cccc([N+](=O)[O-])c2)c2ccccc21
  INS promoter inh: -135	SDO1 yeast rescue: x	SDO1 yeast rescue Rescue 24 h: x

Compound: FC(F)(F)c1ccccc1C1C2=C(Nc3ncnn31)c1ccccc1CCC2 (stereo not given)
  INS promoter inh: -54	SDO1 yeast rescue: -0.55	SDO1 yeast rescue Rescue 24 h: 0.28

Compound: CN(C)c1oc(/C=C/c2ccccc2)nc1C#N
  INS promoter inh: x	SDO1 yeast rescue: -0.02	SDO1 yeast rescue Rescue 24 h: -0.38

Compound: O=C(CCS(=O)(=O)Cc1ccccc1)Nc1nc2c(s1)CCCC2
  INS promoter inh: -10	SDO1 yeast rescue: 1.4	SDO1 yeast rescue Rescue 24 h: 1.7

# These rows are one share of the data; rates above refer to the full screens.
